EWS-Fli inh – blocks EWS/Fli oncoprotein-driven transcription; A673 NR0B1-luciferase reporter, viability-normalised; inhibition, % at 12.6 µM; hit rate 0.67% among 350,000; AID 651661;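 active = mean inhibition of at least 50% after viability correction, with every replicate also passing that limit; inconclusive = mean reaches 50% but only one of two replicates passes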;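 also: firefly luciferase signal divided by Alamar Blue viability fluorescence both relative to DMSO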
ERAP1 HTS inh – ERAP1 (human) enzyme inhibition | Q9NZ08 | inhibition, % at 10.7 µM | hit rate 0.15% among 340,000 | recombinant ERAP1, Leu-AMC fluorescence, 60 min;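 active = mean replicate inhibition of at least 30%, or all replicates individually reaching that 30% level; inactive = mean below 30% and not every replicate reaching it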;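 also: 0% = neutral control wells and 100% = L-leucinethiol positive control wells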
Target sequence (Q9NZ08 whole entry, looked up): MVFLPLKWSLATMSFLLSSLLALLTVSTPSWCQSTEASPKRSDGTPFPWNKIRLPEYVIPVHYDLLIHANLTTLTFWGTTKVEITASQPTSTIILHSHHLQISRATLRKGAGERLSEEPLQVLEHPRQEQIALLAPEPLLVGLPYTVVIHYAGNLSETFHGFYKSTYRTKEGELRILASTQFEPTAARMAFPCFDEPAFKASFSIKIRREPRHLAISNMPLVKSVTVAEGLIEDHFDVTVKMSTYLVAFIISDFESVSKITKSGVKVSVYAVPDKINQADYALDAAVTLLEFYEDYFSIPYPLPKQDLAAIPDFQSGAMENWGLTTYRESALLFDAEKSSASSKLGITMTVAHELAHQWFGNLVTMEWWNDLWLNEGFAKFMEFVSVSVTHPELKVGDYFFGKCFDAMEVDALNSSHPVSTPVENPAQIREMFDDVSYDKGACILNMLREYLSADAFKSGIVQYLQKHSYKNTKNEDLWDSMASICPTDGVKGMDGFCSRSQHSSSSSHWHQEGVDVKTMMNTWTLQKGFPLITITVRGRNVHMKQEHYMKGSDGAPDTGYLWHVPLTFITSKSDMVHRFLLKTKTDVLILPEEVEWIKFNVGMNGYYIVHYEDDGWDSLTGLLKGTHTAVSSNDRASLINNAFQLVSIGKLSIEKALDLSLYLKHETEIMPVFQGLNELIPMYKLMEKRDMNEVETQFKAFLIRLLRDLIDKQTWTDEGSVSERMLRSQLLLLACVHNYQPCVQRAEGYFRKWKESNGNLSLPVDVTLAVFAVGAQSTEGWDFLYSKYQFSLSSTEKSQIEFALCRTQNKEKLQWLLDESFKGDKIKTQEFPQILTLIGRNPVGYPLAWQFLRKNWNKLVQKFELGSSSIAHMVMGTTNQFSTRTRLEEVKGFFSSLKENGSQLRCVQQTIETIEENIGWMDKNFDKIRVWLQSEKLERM
S100A4 MyoIIA – blocks human S100A4 binding to myosin IIA peptide | S100A4/TAMRA-MyoIIA peptide fluorescence polarization | inhibition, % at 10.7 µM | hit rate 0.14% among 360,000 | AID 652163;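 active = mean inhibition of at least 70% across replicates, with every replicate also reaching that level; inconclusive = mean inhibition reaches 70% but some replicates fall short; inactive = mean inhibition below 70%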
Target sequence (P26447 whole entry, looked up): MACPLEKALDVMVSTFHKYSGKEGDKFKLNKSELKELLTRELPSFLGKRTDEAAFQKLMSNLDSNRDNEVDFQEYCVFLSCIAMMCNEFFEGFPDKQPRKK
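Test system: S100A4 monomer protein; Medium: HEPES pH 7.2 with CaCl2, KCl, NaCl, DTT, Triton; Probe or stimulus: TAMRA-labelled myosin IIA heavy-chain peptide probe, 5 nM; Doses: one dose per compound; Times: polarization read 5 min after assay mix addition, stable 5–60 min; Benchmarks: neutral control DMSO, positive control TFP.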
FN deposit inh – fibronectin deposition inhibition. inhibition, % at 12.6 µM. AH1F fibroblasts, Alexa488-fibronectin deposition fluorescence, overnight. hit rate 0.086% among 350,000. AID 743247;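 active = mean inhibition across replicates of 30% or more, regardless of how many single replicates reach that level; inconclusive = mean under 30% yet at least half of replicates reach 30%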;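 also: positive control wells lacked labelled fibronectin entirely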
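test system = AH1F fibroblasts assembling fluorescent fibronectin matrix | quantity = 10000 AH1F cells per well | buffer or medium = DMEM plus 2% serum, read in PBS | doses = single dose, pinned | incubation = 1 h cell attachment, overnight exposure to compound and label | detection = fluorescence at 485 nm excitation, 525 nm emission | read-out basis = inhibition from reduced deposited-fibronectin fluorescence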
PGC1a acetyl inh – lowers PGC1a acetylation signal in U2OS cells. hit rate 0.17% among 350,000. AlphaScreen anti-acetyl-lysine; with virally co-expressed GCN5 acetyltransferase. inhibition, % at 15.6 µM;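 active = every replicate shows inhibition of at least 40%; inconclusive = mean inhibition at least 40% but some replicate below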;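 also: 0% = neutral control wells and 100% = positive control wells; some results beyond the cut were filed as inactive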
PglD inh – inhibitors of Campylobacter jejuni PglD acetyltransferase; purified PglD enzyme, DTNB colorimetric CoA detection; inhibition, % at 12.5 µM; hit rate 0.098% among 360,000; AID 602405; in the data active = inhibition above about 16%, passing the limit was not always enough; inconclusive = no clear call, values can overlap the other calls; also: strong numbers were not always called active
LGR2 inh – inhibitors of bursicon-induced Drosophila LGR2 receptor cAMP signaling; hit rate 0.35% among 380,000; AID 720647; inhibition, % at 9.99 µM; HEK293 LGR2, CRE-luciferase, bursicon-stimulated, 4 h;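 active = drop in luminescence signal, shown as inhibition above about 50% in the replicate tests, limit read from the data, passing the limit was not always enough; inconclusive = probably only some replicates passing the limit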;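 also: agonist challenge used bursicon conditioned medium at about half maximal strength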
PAX8 inh HTS – inhibitors of PAX8 transcriptional activity in RMG-I cells; inhibition, % at 12.6 µM; AID 652154; RMG-I TPO-luciferase reporter, SteadyGlo, 24 h; hit rate 1.2% among 360,000;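 active = mean replicate inhibition at least 60% with every replicate also reaching 60%; inconclusive = only one of the two criteria is met; inactive = mean below 60% and not all replicates reaching 60%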;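 also: luciferase light reporting Pax8 driven TPO promoter activity; plate controls were median of neutral control wells for no effect and mitoxantrone controls for full effect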
Numbers without * were called inactive; ? = inconclusive; . = no result given; & = joins results of further samples. Rows are unselected; 2.1% or so of the library scored in one or more.

SMILES,EWS-Fli inh,ERAP1 HTS inh,S100A4 MyoIIA,FN deposit inh,PGC1a acetyl inh,PglD inh,LGR2 inh,PAX8 inh HTS
O=C(O)CC(CNS(=O)(=O)c1cccc2nsnc12)c1ccccc1 (stereo unspecified),5,3,-7,4,-2,-1,29,-5
O=C(Cn1cccc1C(=O)c1ccccc1)NCc1ccccc1,.,.,.,-6,6,7,.,6
COC(=O)c1cc(NC(=O)c2cc(-c3ccc(Cl)cc3)oc2C(F)(F)F)ccc1N1CCOCC1,15,3,-12,-5,-1,-1,6,0
CN1C(=O)c2cc(NC(=O)C3CCCC3)ccc2OC[C@H]2O[C@H](CC(=O)NCCc3ccncc3)CC[C@H]21,-2,2,-15,1,6,.,-11,-4
CCC1=C(OC(=O)N(CC)CC)N2C(=O)OC(=NCC(=O)OC)[C@]2(Cc2ccccc2)[C@H]2C1=CC[C@H]1C(=O)NC(=O)[C@H]12,7,-1,1,5,.,2,12,15
CC#CCN1c2ccccc2[C@]23C[C@@H](C(=O)OC)N(C(=O)NC4CCCCC4)C2=NC(C(=O)OC)=C(C(=O)OC)[C@H]13,-5,0,10,-3,1,-6,.,10
CCOc1cc(C(N)=O)cc(Br)c1OCc1ccccc1,2,-3,-4,.,.,-7,20,-16
CN1CCN(C(=O)C[C@@H]2CC[C@@H]3[C@H](COC[C@H](O)CN3S(=O)(=O)c3cccc(Cl)c3)O2)CC1,0,0,8,2,-7,0,-8,-26

Later entries:
SMILES,EWS-Fli inh,ERAP1 HTS inh,S100A4 MyoIIA,FN deposit inh,PGC1a acetyl inh,PglD inh,LGR2 inh,PAX8 inh HTS
Cc1ccc([C@H]2C[C@H](O)[C@@H](n3cc(C4CC4)nn3)CN2CC2CCCCC2)cc1,-11,21,6,-4,.,-3,1,-15
CC(C)(CO)NC(=O)c1ccc2c(c1)C(=O)c1ccccc1-2,-48,0,2,4,4,-6,-51,-42
CN(C)S(=O)(=O)c1ccc(C(=O)Nc2nc3ccccc3[nH]2)cc1,-91,2,-2,5,8,-2,-103,-179
C[C@H](O)C#Cc1ccc2c(c1)O[C@H](CN(C)CC1CCOCC1)[C@H](C)CN([C@H](C)CO)S2(=O)=O,-5,.,.,-5,12,0,-3,-11
COc1cc(OC)c(C2C(C#N)=C(N)OC3=C2C(=O)CC(C)(C)C3)cc1OC (stereo unspecified),.,.,26,-3,-7,4&-15,.,.
COc1cc2c(cc1NC(=O)COC(=O)CNC(=O)c1ccccc1)oc1ccccc12,-28,2,-2,-6,11,.,-25,-22
COC(=O)c1nc(NC(=O)c2ccccc2Br)n[nH]1,9,.,12,5,.,.,1,11
CSc1ncc(CN2CCN(CCC(C)C)C(CCO)C2)cn1 (stereo unspecified),3,-3,-2,.,6,-4,-6,5

The list continues:
SMILES,EWS-Fli inh,ERAP1 HTS inh,S100A4 MyoIIA,FN deposit inh,PGC1a acetyl inh,PglD inh,LGR2 inh,PAX8 inh HTS
COC(=O)C1=C(O)/C(=C\c2ccc(CNS(=O)(=O)c3ccc(Cl)cc3)o2)N=C1C,-14,-6,-21,.,.,.,-30,2
CCOC(=O)C1CCN(c2nc(N)c3c(N)nc(SCC(=O)O)cc3c2C#N)CC1,30,31*,-8,-7,16,-3,11,4
CCN1CCN(c2ncnc3c2cnn3-c2ccccc2)CC1,-87,4,-6,5,14,-1,-47,-145
CC(=O)NCCC(=O)Nc1ccc(C)c(F)c1,.,.,.,6,4,1,.,3
Cc1cc(C(=O)O/N=C(\N)c2ccncc2)ccc1[N+](=O)[O-],-61,.,-6,-5,.,.,-35,-126
COc1ccccc1C(=O)NC(=O)COC(=O)CNC(=O)c1ccc(Cl)c([N+](=O)[O-])c1,4,-2,-5,-1,11,-6,10,-2
CCOC(=O)CSc1n[nH]c(-c2ccco2)n1,3,-1,-5,5,12,6,4,-16
COc1ccc(N2CCN(C(=O)C3CCN(S(=O)(=O)c4cccs4)CC3)CC2)cc1,-5,3,-1,-13,8,.,19,10

Three compounds from above, sorted by molar mass, largest number first.
SMILES,EWS-Fli inh,ERAP1 HTS inh,S100A4 MyoIIA,FN deposit inh,PGC1a acetyl inh,PglD inh,LGR2 inh,PAX8 inh HTS
CN1C(=O)c2cc(NC(=O)C3CCCC3)ccc2OC[C@H]2O[C@H](CC(=O)NCCc3ccncc3)CC[C@H]21,-2,2,-15,1,6,.,-11,-4
COc1cc2c(cc1NC(=O)COC(=O)CNC(=O)c1ccccc1)oc1ccccc12,-28,2,-2,-6,11,.,-25,-22
CCN1CCN(c2ncnc3c2cnn3-c2ccccc2)CC1,-87,4,-6,5,14,-1,-47,-145

Additional compounds.
SMILES,EWS-Fli inh,ERAP1 HTS inh,S100A4 MyoIIA,FN deposit inh,PGC1a acetyl inh,PglD inh,LGR2 inh,PAX8 inh HTS
COc1cccc(S(=O)(=O)N(C)C[C@@H]2Oc3ncc(-c4cccc(C(=O)N(C)C)c4)cc3C(=O)N([C@H](C)CO)C[C@@H]2C)c1,-4,0,5,-2,-8,1,0,.
COc1ccc(Br)cc1/C=N/NC(=O)Cn1nnnc1N,-4,.,-10,-3,4,-4,13,-9
C[C@]12CC[C@@H]3c4ccc(OC(=O)c5ccccc5)cc4CC[C@H]3[C@@H]1CC[C@@H]2O,18,-2,-10,-9,1,-4,-30,-6
C[C@@H](c1ccccc1)N1C[C@@H](COCc2ccccc2)Oc2cc(N3CCC[C@H]3CO)ccc2S1(=O)=O,-6,1,-19,8,.,.,?,-3
CCOC(=O)/C(=N/Nc1ccc(OC)cc1)Sc1nnc(CCc2ccccc2)n1-c1ccccc1,9,-1,-3,-6,.,.,-2,-17
O=C1O[C@H](c2ccccc2)[C@H](c2ccccc2)N2[C@H]1[C@@H](C(=O)O)[C@]1(C(=O)Nc3ccccc31)[C@H]2c1ccc(O)cc1,2,3,2,.,4,1,.,-2
Cc1ccc(S(=O)(=O)N=N/C=C2\C=CC=CN2O)cc1,-11,-2,-4,-8,2,-1,-1,16
Cc1ccc2nc(SCC(=O)N3CCCC3)nc(=O)n2c1,-8,-1,-2,0,7,1,15,8

Other compounds.
SMILES,EWS-Fli inh,ERAP1 HTS inh,S100A4 MyoIIA,FN deposit inh,PGC1a acetyl inh,PglD inh,LGR2 inh,PAX8 inh HTS
NCC[C@H]1CC[C@@H](NC(=O)CCN2CCCCC2)[C@H](CO)O1,-6,-1,-7,-5,2,-2,-28,-8
CC1CCN(c2ccc(/C=C(\C#N)c3nn(-c4ccccc4)c(N)c3C#N)cc2[N+](=O)[O-])CC1,.,.,.,1,-24,-4,-1,-3
Cc1cc(C)c(C2=NOC3C4CCC(C4)C23)c(C)c1 (stereo unspecified),-2,-2,4,1,.,.,13,11
COc1ccc(OC)c(N2C(=O)CCCC2=O)c1,0,3,0,3,5,7,8,-10
Cc1ccc2nc(C)c3c(c2c1)SCC3,-7,.,-2,9,7,5,4,-9
O=C(NNC(=O)C1CC(c2cccnc2)=NO1)Nc1ccccc1F (stereo unspecified),-5,0,-13,2,.,-4,2,-3
CSc1sccc1/C=C(/C#N)C(=O)c1ccco1,1,1,26,2,.,-5,-4,-9
COc1ccc(CCNC(=S)NCCc2c[nH]c3ccccc23)cc1,35,.,1,-8,.,.,5,11

Next section
SMILES,EWS-Fli inh,ERAP1 HTS inh,S100A4 MyoIIA,FN deposit inh,PGC1a acetyl inh,PglD inh,LGR2 inh,PAX8 inh HTS
NC(=O)C1CCN(CC(=O)NC2CCCc3ccccc32)CC1 (stereo unspecified),10,-1,1,-23,-17,.,3,16
COc1ccc(CN(C)C[C@H]2Oc3c(NC(=O)C4CC4)cccc3C(=O)N([C@@H](C)CO)C[C@@H]2C)cc1,7,2,4,0,0,-3,19,.
O=C(O)C1Cc2ccccc2CN1C(=O)CSc1nnc2ccccn12 (stereo unspecified),2,5,-5,-2,16,.,3,22
COCCN(C(=O)COC(=O)CCc1c[nH]c2ccccc12)c1c(N)n(Cc2ccccc2)c(=O)[nH]c1=O,6,0,-2,4,.,.,9,.
CCC(=O)Nc1ccc2c(c1)C(=O)N(C)C[C@H](OC)[C@@H](C)CN(C(=O)c1cccnc1)[C@@H](C)CO2,-7,-3,-13,-5,3,43,5,.
Cc1ccc(NC(=O)CSCC(=O)OC(C)C(=O)Nc2ccccc2C)cc1 (stereo unspecified),-2,5,-3,3,.,-4,-14,-13
COc1ccc(CCNCC(O)COc2ccc(Cl)cc2)cc1OC (stereo unspecified),.,-5,5,-3,14,5,9,-19
CCC(=O)Nc1nn(CC(C)C)c2nc3ccc(C)cc3cc12,-4,-2,4,0,.,4,-11,-16

Continuation:
SMILES,EWS-Fli inh,ERAP1 HTS inh,S100A4 MyoIIA,FN deposit inh,PGC1a acetyl inh,PglD inh,LGR2 inh,PAX8 inh HTS
COc1ccc(C)cc1NC(=O)CSc1ccc(-c2ccccn2)nn1,.,-2,-4,10,.,-1,5,7
COc1ccc(-n2c(C)nnc2SCC(=O)N2CCOCC2)cc1,0,-2,-2,-5,.,-1,1,16
C[C@@H]1CCCCO[C@@H](CN(C)Cc2ccc(C(F)(F)F)cc2)[C@@H](C)CN([C@@H](C)CO)C(=O)c2cc(NC(=O)C3CCCCC3)ccc2O1,6,.,.,.,-5,-3,30,25
C[C@H](CO)N1C[C@H](C)[C@@H](CN(C)Cc2ccc(C(=O)Nc3ccccc3N)cc2)Oc2ccc(NC(=O)CCN3CCOCC3)cc2C1=O,.,3,1,-4,-5,.,-5,-19
CC(C)c1ccc(NC(=O)COc2ccccc2)cc1,-85,-1,1,-13,-10,0,-47,-81
COCC(=O)N1CCCCN2[C@H](CO)[C@H](c3ccc(-c4cccc(C)c4)cc3)[C@@H]2C1,-4,.,.,.,5,0,62*,-13
CC(C)c1onc(C(=O)NC2CCCCC2)c1[N+](=O)[O-],9,-3,2,-17,.,.,27,9
Cc1cc(=O)cc(C)n1-c1ccc2c(c1)nc(C)n2-c1ccccc1,9,0,1,.,-11,-4,-14,.

Further entries
SMILES,EWS-Fli inh,ERAP1 HTS inh,S100A4 MyoIIA,FN deposit inh,PGC1a acetyl inh,PglD inh,LGR2 inh,PAX8 inh HTS
COc1ccc(C(=O)/C=C2/c3ccccc3CC(C)(C)N2C)cc1,.,.,-3,-15,-6,-8,-9,.
COc1ccc(C2=NOC(C(=O)NCC(C)C)C2)cc1 (stereo unspecified),.,.,.,18,-2,-1,-35,.
COc1ccc(NC(=O)c2ccc(NC(=O)CN3CCC(C(N)=O)CC3)cc2)cc1,-19,1,0,-3,-5,3,-19,-20
C[C@@H]1CCCCO[C@@H](CN(C)C(=O)c2ccncc2)[C@@H](C)CN([C@@H](C)CO)C(=O)c2cc(NS(=O)(=O)c3ccc(F)cc3)ccc2O1,0,1,12,-9,2,-7,-9,15
O=S(=O)(CCNCCc1ccccc1)NC1CCCCC1,-12,-1,-4,1,10,6,-31,-23
CC(C)c1ccc(NC(=O)c2cc(Br)ccc2Br)cc1,-24,0,-2,0,.,.,0,-23
NC(=S)N/N=C/c1cccc(O)c1O,30,4,2,10,-76,.,1,23
